# Screens as filed in PubChem.
# NCI-60 one-dose screen, 48 h, at 10 µM unless noted. Numbers give growth in % (100 = growth as untreated, 0 = no growth, -100 = all killed).
# HL-60(TB) = HL-60(TB) leukemia cells; AID 1794776; 9% of 78,000 active; active = growth percent below 10
# The depositor's hits bear a star; & = joins results of further samples; [ ] = dose if it differs, or a comment. An excerpt, so the mix of outcomes need not match the whole.
SMILES,HL-60(TB)
CCCC1=NNC(=O)C1(Br)Br,89
c1coc(-c2nc(N=C3N=c4ccccc4=N3)[nH]c2-c2ccco2)c1,98
COc1ccc(C(=O)c2sc3nc(N)c(C#N)cc3c2N)cc1OC,97
CC(=O)O[C@@H]1C(=O)N(c2cnccn2)[C@H]1c1ccccc1[N+](=O)[O-],-30*
O=C(O)C(S)c1ccc2ccccc2c1 (stereo unspecified),85
Nc1nc2c([nH]c(=S)n2[C@@H]2O[C@H](CO)[C@@H](O)[C@H]2O)c(=O)[nH]1,105
COc1cccc(C2C3=C(COC3=O)N(CCO)c3cc4c(cc32)OCCO4)c1 (stereo unspecified),-16*
Cc1nn(-c2ccccc2)c2ncnc(Nc3ccc(OCCCBr)cc3)c12,104
Oc1ccccc1Br,89
CCCC(O)c1ccc(C)cc1 (stereo unspecified),96
N#Cc1c(-c2ccc(F)cc2)nc(SCc2ccccc2)nc1N1CCNCC1,-15*
O=C(NC1CC(F)C1)c1cc2cccnc2n1-c1ccc(Cl)c(Cl)c1 (stereo unspecified),97
Cc1ccc(COc2ccc(Cl)cc2Cn2ccnc2)cc1,73
Cc1noc(C)c1S(=O)(=O)n1nc(Nc2ccc(Cl)cc2)nc1N,101
Nc1c(C(=O)Nc2cccc(Cl)c2)sc2ncccc12,105
O=C1Nc2ccccc2C12CCCc1ccccc12 (stereo unspecified),95
Cc1nn(-c2ccc(Cl)cc2)c(=O)n1CCn1nnc2ccccc21,103
N#Cc1sc(=S)n(-c2ccc(S(=O)(=O)Nc3ccc(Cl)nn3)cc2)c1N,115
CC(C)(C)c1cc(Br)c(O)c(CNCCO)c1,119
O=C(CSc1nnc2n1N=C(c1ccc(Br)cc1)CS2)c1ccc(Br)cc1,68
N#CCC(=O)c1cccc(Cl)c1,86
O=C1/C(=C/c2ccc(B(O)O)cc2)Oc2ccccc21,102
Nc1nc2c(nc(N)n2C2OC(CO)C(O)C2O)c(=O)[nH]1 (stereo unspecified),100
COc1cc(/C=N/NC(=O)CSc2nc3ccccc3c(=O)n2CCc2ccc(S(N)(=O)=O)cc2)ccc1O,66
COc1cc(-c2c(C#N)c(N)n(-c3nccs3)c(=O)c2C#N)cc(OC)c1OC,105

# Going on with the list:
SMILES,HL-60(TB)
CCNC(=S)NNC(=O)c1ccc2nc(-c3ccc(Cl)cc3)[nH]c2c1,104
CS(=O)(=O)Oc1ccc(-c2ccc3occc3c2)cc1,99
CCCn1c(N)c(C(=O)CSc2n[nH]c(-c3ccccc3F)n2)c(=O)n(C)c1=O,60
C=CC1(O)CCCCC1,101
Cc1cc2c(cc1Cl)C(=O)/C(=C/c1ccc(Cl)cc1)O2,102
C=CCN1CC(C(=O)C2CNc3ccccc32)=C(O)C1=O (stereo unspecified),126
O=C(NO)Oc1cccc2ccccc12,62
C=C(C)[C@@H]1CC[C@]2(C(N)=O)CC[C@]3(C)[C@H](CC[C@@H]4[C@@]5(C)CC[C@H](OCCC#N)C(C)(C)[C@@H]5CC[C@]43C)[C@@H]12,100
CC1CCC(Nc2ccncc2CO)CC1 (stereo unspecified),97
N=C1C(c2nc3ccccc3s2)=C(O)CN1c1cc(Cl)cc(Cl)c1,36
CC(CCC(=O)O)C1CCC2C3C(O)CC4CC(O)CCC4(C)C3CC(O)C12C (stereo unspecified) (tested in a mixture with another compound),80
S=C(S)Oc1cc(Cl)c(Cl)cc1Cl,72
NS(=O)(=O)c1ccc(NC(=O)Nc2nc3ccccc3s2)cc1,99
CC(C#N)(CCc1ccccn1)CCc1ccccn1,61
COc1cc(C(=O)N2CCN(c3cc4c(cc3F)c(=O)c(C(=O)NO)cn4C3CC3)CC2)cc(OC)c1OC,101
O=[N+]([O-])c1ccc(N/N=C\c2ccc(Cl)cc2Cl)nc1,113
NNc1nc(N2Cc3ccccc3C2=O)n[nH]1,99
Nc1cc(F)ccc1NC(=O)c1ccc(CN2CCC/C(=C\c3ccccn3)C2=O)cc1,102
CCN(CCNS(C)(=O)=O)c1ccc(N)c(C)c1,77&11
O=C(CN1C=NC2C(N3CCOCC3)=NC=NC21)c1cccc2ccccc12 (stereo unspecified),103
Nc1cc2c(cc1Cl)-c1ccc(Cl)cc1C2=O,76
ON(CCc1ccccn1)CCc1ccccn1,98
NS(=O)(=O)c1ccc(NC(=O)CSc2ccc(-c3ccc(Br)cc3)nn2)cc1,100
C[C@H](NC(=O)c1cnc2c(-c3ccc(C(F)(F)F)cc3)cccc2c1)c1ccccn1,70
CCc1nnc(NC(=O)c2ccoc2COc2ccc(C)cc2)s1,100

# More compounds:
SMILES,HL-60(TB)
COc1ccc2cc(C(C)C(=O)Nc3ccc(-c4n[nH]c(=S)n4C4CCCCC4)cc3)ccc2c1 (stereo unspecified),74
C/C(=C\CCc1ccsc1)CC/C=C(\C)CCCN1CCSCC1,68
CC1CN(C2CCCCC2)C(=O)NC1=O (stereo unspecified),76
Cn1c(=O)c2nc(CC(=Nc3cccc(C(F)(F)F)c3)c3ccccc3)c(=O)[nH]c2n(C)c1=O,100
Cc1cccc(NC(c2cc3cccc4ccc5cccc2c5c43)c2nnnn2C(C)(C)C)c1C (stereo unspecified),92
Nc1nc(Cl)cc(Nc2ccc(CCO)cc2)n1,92
Cc1ccc(Cl)cc1NC(=S)N(C)C,98
COC(=O)CC(C)CC(=O)O (stereo unspecified),105
O=S(=O)(NCCNc1nccc(-c2c(-c3cccc(F)c3)nc3sccn23)n1)c1cccc2ccccc12,116
CN1CCN(c2ccc3c(c2)nc(NNC(=O)c2ccncn2)c2cccn23)CC1,10
CCCCOC(Cc1ccccc1)OCCCC,100
COC(=O)C[C@](O)(CCC(C)C)C(=O)O[C@H]1C(OC)=C[C@@]23CCCN2CCc2cc4c(cc2[C@@H]13)OCO4,-38*
FC(F)(F)c1cc(-c2cncnc2NC2CCCCCC2)cc(C(F)(F)F)c1,94
Cc1ccc(S(=O)(=O)NC(=O)CCC(=O)Nc2ccc(Oc3ccccc3)cc2)cc1,97
C/C=C/C1OCC(C)([N+](=O)[O-])CO1 (stereo unspecified),85
CCOC(=O)C(C#N)C1CCCCC1 (stereo unspecified),68
FC(F)(F)c1ccc(-c2ncc(-c3ccc(C(F)(F)F)cc3)c(NCc3cc(C(F)(F)F)cc(C(F)(F)F)c3)n2)cc1,72
COc1ccc2c(c1)c(-c1nc(N)nnc1-c1c[nH]c3ccc(Br)cc13)cn2C,47
COc1cc(-n2cnc(N)c2C(=O)c2ccc(S(C)(=O)=O)cc2)cc(OC)c1OC,85
Cc1cc2nc3c4ccccc4n(CC4=NCCN4)c3nc2cc1C,-56*
Nc1nnc2c3c4c(sc3ncn12)CCCC4,98
Nc1c(C(=O)C[C@@H](N)CO)ccc2c1C(=O)CCO2,52
N#C/C(=C\c1ccccn1)c1nc2cc(Cl)ccc2s1,52
O=C(O)CCS/N=N/c1nc2nc[nH]c(=O)c2[nH]1,90
N#CCSc1nc(-c2cc3ccccc3o2)cc(-c2ccc(Cl)cc2)c1C#N,145

# 3 structures from above, arranged by count of non-hydrogen atoms, ascending.
SMILES,HL-60(TB)
C/C=C/C1OCC(C)([N+](=O)[O-])CO1 (stereo unspecified),85
CCCCOC(Cc1ccccc1)OCCCC,100
C/C(=C\CCc1ccsc1)CC/C=C(\C)CCCN1CCSCC1,68

# (next part)
SMILES,HL-60(TB)
[N-]=[N+]=NCc1cccc(/C(O)=C/C(=O)C(=O)O)c1,17
Cc1cc(C)n(Cc2ccc(Cl)cc2)c(=O)c1C#N,100
Cc1ccc2c(ccc(CC(=S)[S-])[n+]2C)c1,79
CN(C)c1ccc(-c2cc(-n3nnnc3-c3ccccc3)no2)cc1,105
Cc1c2cnccc2c(C)c2c1c1cc(C#N)ccc1n2C,-49*
O=C(c1ccc(N2CCOCC2)cc1[N+](=O)[O-])N1CCOCC1,133
Nc1c(C(=O)Nc2ccnc3ccccc23)sc2nc3c(cc12)CN(Cc1ccccc1)CC3,33
O=C(/C=C/C(=O)OCC(Cl)(Cl)Cl)OCC(Cl)(Cl)Cl,97
CCC(CCCN1C(=O)c2ccccc2C1=O)Nc1cc(OC)cc2cccnc12 (stereo unspecified),86
COc1ccc(/C=C2/SC(=O)NC2=O)cc1OCc1cn(-c2ccc(S(=O)(=O)Nc3nccs3)cc2)nn1,110
N/C(=N\c1nc2ccccc2s1)NC(=O)Nc1ccccc1[N+](=O)[O-],-11*
COc1cc(C(=O)O)cc(Cl)c1O,83
C=C1C(=O)O[C@H]2[C@H]1CC/C(COC(=O)/C=C\C(=O)O)=C\CC[C@@]1(C)O[C@@H]21,105
COc1ccc2nc(C)cc(-n3cc(Cn4nc(-c5ccc(C)cc5)c5c(N)ncnc54)nn3)c2c1,63
O=C(OCC1CCCO1)c1ccccc1 (stereo unspecified),118
CC(C)(C)c1ccc(COc2ccc(/C=C3/C(=O)Nc4cc(Cl)ccc43)cc2)cc1,113
CCC(O)c1ccccc1 (stereo unspecified),77&99
O=C1C(Cl)=C(Nc2cccc3cc4ccccc4nc23)C(=O)c2ccccc21,48
COc1cc2nc(Cl)nc(Nc3cccc(C4=NN(C=O)C(c5ccc(F)cc5)C4)c3)c2cc1OC (stereo unspecified),85
COC(=O)c1ccc(-c2nc(CSc3nc4ccccc4s3)no2)cc1,75
COC(=O)CCc1c[nH]c2ccc(N(CCCl)CCCl)cc12,18
COC(=O)c1cccc(OC)c1O,81
CCC(=O)Oc1cc2c(cc1Br)OCO2,91
Nc1nnc(-c2cc(=O)oc3c2ccc2ccccc23)s1,100
CCc1c(N)nc(N)nc1Nc1ccccc1Cl,86

# The list continues:
SMILES,HL-60(TB)
COCc1nc(NS(=O)(=O)c2ccc(N)cc2)nc(C)c1Br,114
COc1ccc(-c2cc(C(=O)N3CCC(Cc4ccccc4)CC3)nn2-c2ccc(S(C)(=O)=O)cc2)cc1,92
O=C(COc1ccc(Cl)cc1)OCc1ccc(Cl)cc1,83
O=C(O)/C=C/c1cccc(O)c1,100&111
Cc1ccc[nH]c1=O,94
CCOC(=O)C(CC(c1ccccc1)N1CCCCC1)[N+](=O)[O-] (stereo unspecified),73
ClC1c2cccc3cccc(c23)C1Cl (stereo unspecified),69
CCn1c(SCC(=O)N/N=C/c2ccc(F)cc2)nc2c1c(=O)n(C)c(=O)n2C,98
CCOc1cc([N+](=O)[O-])c(OCC)cc1Cl,58
CCOc1cccc(/C=N/NC(=O)c2ccccc2Nc2ccnc(C(F)(F)F)c2)c1O,-4.5*
O=c1oc2ccccc2cc1-c1cn2nc(-c3coc4ccccc4c3=O)sc2n1,103
CC1(C)O[C@@H]2[C@H]3OC(C)(C)O[C@H]3[C@@H](O)[C@H](O)[C@H]2O1,113
Nc1ncnc2c1ncn2Cc1nnc(CCC(=O)c2nc3ncccc3[nH]2)o1,100
COc1cccc(NC(=O)Nc2ccc(Nc3ncnc4sc(C(=O)NCCCC(=O)NO)c(C)c34)cc2)c1,102
COc1cccc(NC(=O)N2CCN(c3nc(-c4ccc(C)cc4)nc4ccccc34)CC2)c1,94
O=C(NCCCNc1nccc(-n2ccc3cccnc32)n1)c1c(F)cccc1F,102
c1cc(C2CCCCC2)ccc1OCCCCCCN1CCNCC1,-38*
CC(=O)OC1CC2CCC1C2 (stereo unspecified),98
CCOC(=O)C(C=O)(C=O)c1ccccc1,125
CCN(Cc1ccccc1)c1cccc(C)c1,114
O=C(Nc1ccccc1Cl)c1ccc(NC2=C(Cl)C(=O)N(C3CCCCC3)C2=O)cc1,-37*[30 µM]
O=c1c2ccccc2n(-c2ccccc2)c2ccccc12,82
COc1ccc(-c2nn(-c3ccccc3)cc2/C=C/C(=O)NNC(=O)Nc2ccc(C)cc2)cc1,91
COc1cc(CNC(=O)C[C@H](C)CCC=C(C)C)ccc1OCc1cn(-c2cccc(Cl)c2)nn1,88
CN1C(=S)N(C)C2C1N(C)C(=S)N2C (stereo unspecified),92

# Next section.
SMILES,HL-60(TB)
CN(C)c1ccc(/C=N/N=C(/N)N[N+](=O)[O-])cc1,100
O=C(Cn1cc(CN2C(=O)c3ccccc3S2(=O)=O)nn1)Nc1ccc(Br)cc1,106
O=C(NNC(=O)c1ccc(Cl)cc1Cl)c1ccc2ccccc2c1,97
CC(=O)O[C@@H]1/C=C/C(=O)N[C@@H](C)CCC/C=C/[C@@H]2CCC[C@H]21,100
Cc1c(C)c2ccc3oc(NCc4ccccc4)nc3c2oc1=O,97
Clc1cc(Cl)c(OCCCCCCN2CCNCC2)c(Cl)c1,-34*
CC(=O)Nc1ccc(N=NC(C#N)C#N)cc1,94
NNc1ccc(S(=O)(=O)O)cc1Cl,112
COc1ccc(-c2cs/c(=N\N=C\c3ccc(F)c(OC)c3)n2-c2ccccc2)cc1,66
COc1cc2c(cc1OC)-n1c(cnc1-c1ccccc1)N1NC(=O)CNC(=S)/N=C/21,84

# Exported bar-delimited: 18 of the compounds above
smiles | HL-60(TB)
O=C(NCCCNc1nccc(-n2ccc3cccnc32)n1)c1c(F)cccc1F | 102
c1cc(C2CCCCC2)ccc1OCCCCCCN1CCNCC1 | -38*
CC(=O)OC1CC2CCC1C2 (stereo unspecified) | 98
CCOC(=O)C(C=O)(C=O)c1ccccc1 | 125
CCN(Cc1ccccc1)c1cccc(C)c1 | 114
O=C(Nc1ccccc1Cl)c1ccc(NC2=C(Cl)C(=O)N(C3CCCCC3)C2=O)cc1 | -37*[30 µM]
O=c1c2ccccc2n(-c2ccccc2)c2ccccc12 | 82
COc1ccc(-c2nn(-c3ccccc3)cc2/C=C/C(=O)NNC(=O)Nc2ccc(C)cc2)cc1 | 91
COc1cc(CNC(=O)C[C@H](C)CCC=C(C)C)ccc1OCc1cn(-c2cccc(Cl)c2)nn1 | 88
CN1C(=S)N(C)C2C1N(C)C(=S)N2C (stereo unspecified) | 92
CN(C)c1ccc(/C=N/N=C(/N)N[N+](=O)[O-])cc1 | 100
O=C(Cn1cc(CN2C(=O)c3ccccc3S2(=O)=O)nn1)Nc1ccc(Br)cc1 | 106
O=C(NNC(=O)c1ccc(Cl)cc1Cl)c1ccc2ccccc2c1 | 97
CC(=O)O[C@@H]1/C=C/C(=O)N[C@@H](C)CCC/C=C/[C@@H]2CCC[C@H]21 | 100
Cc1c(C)c2ccc3oc(NCc4ccccc4)nc3c2oc1=O | 97
Clc1cc(Cl)c(OCCCCCCN2CCNCC2)c(Cl)c1 | -34*
CC(=O)Nc1ccc(N=NC(C#N)C#N)cc1 | 94
NNc1ccc(S(=O)(=O)O)cc1Cl | 112
